Pf growth 96h = Primary qHTS for delayed death inhibitors of the malarial parasite plastid, 96 hour incubation; Potency, µM (highest dose often 28.7 µM), for the others: at the highest dose activity change, negative = inhibition, actives largely listed as inhibitors; 6.9% of 320,000 active; P. falciparum luciferase reporter growth, 96 h; also: potency is read from the fitted curve at half-maximal effect; % is scaled to controls: 0 for no effect and ±100 for the full control effect
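Erythrocytes infected with luciferase-expressing P. falciparum were dispensed at 2% hematocrit and 0.05% parasitemia (final), then incubated with compounds 96 hours at 37 C in 5% CO2. Luminescence after detection reagent addition reported growth.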
HCV inhibitor = qHTS Assay for Inhibitors of Hepatitis C Virus (HCV) | Huh7.5.1 HCVcc-Cre infection, luciferase reporter, 44 h | Potency, µM (doses to about 41.8 µM), for inactives: at the top dose activity change, negative = inhibition, usual class: inhibitors | 3.4% of 340,000 active | AID 651820, 2012; also: potency is read from the fitted curve at half-maximal effect; % is scaled to controls: 0 for no effect and ±100 for the full control effect
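Antiviral activity was scored by luciferase reporter output from cells infected with HCVcc-Cre (~0.5 moi) in presence of compound, 44 h infection period, cells seeded 1,000/well 4 h prior.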
Pf growth 48h = Primary qHTS for delayed death inhibitors of the malarial parasite plastid, 48 hour incubation; 5.9% of 310,000 active; P. falciparum luciferase growth in erythrocytes, 48 h; Potency, µM (top dose mostly 28.7 µM), inactives show at the highest dose activity change, negative = inhibition, hits mostly inhibitors; also: potency is read from the fitted curve at half-maximal effect; % is scaled to controls: 0 for no effect and ±100 for the full control effect
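Compounds are pin-transferred into medium, infected erythrocytes (2% hematocrit, 0.1% parasitemia final) are added, and plates sit one parasite generation at 37 C in 5% CO2. Detection reagent is then added and luminescence measured.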
Cycloheximide cs = Cycloheximide Counterscreen for Small Molecule Inhibitors of Shiga Toxin | max response, % | 12% of 300,000 active | cell reporter, cycloheximide protein synthesis inhibition counterscreen; in the data active = max response mostly above about 13%, no sharp cut-off; inactive = mostly below about 14%; also: read at 38.3 µM for the half of the compounds with a filed dose; 0% is about no effect
Giardia FBPA inh = qHTS Assay for Inhibitors of Fructose-1,6-bisphosphate Aldolase from Giardia Lamblia; A8B2U2; purified Giardia FBPA; Potency, µM (series often up to 59.6 µM), without a hit: top-dose activity, negative = inhibition, most hits filed as inhibitors; 0.71% of 290,000 active; AID 2451, 2010; also: potency is read from the fitted curve at half-maximal effect; % is scaled to controls: 0 for no effect and ±100 for the full control effect; nearly all actives have a fitted effect of over 55% in size
Target sequence (A8B2U2 whole entry, looked up): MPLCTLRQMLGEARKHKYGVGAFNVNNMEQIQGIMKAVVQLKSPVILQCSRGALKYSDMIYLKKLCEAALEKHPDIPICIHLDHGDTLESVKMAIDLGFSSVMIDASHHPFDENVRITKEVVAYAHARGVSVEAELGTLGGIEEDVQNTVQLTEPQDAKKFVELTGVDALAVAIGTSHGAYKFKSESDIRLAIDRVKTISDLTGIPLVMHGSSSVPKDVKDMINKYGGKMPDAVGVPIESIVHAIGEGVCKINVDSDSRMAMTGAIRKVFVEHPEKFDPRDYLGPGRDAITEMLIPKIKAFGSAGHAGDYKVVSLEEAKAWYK
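Giardia FBPA (40 nM reagent) was preincubated 10 min at RT with compound (up to 57.5 uM final), then substrate plus GAPDH/TPI/NAD/arsenate coupling system with diaphorase/resazurin was added; resorufin fluorescence (525/598 nm) was read after 20 min.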
Shiga inhibitor = A qHTS for Small Molecule Inhibitors of Shiga Toxin | inhibition, % at 38.7 µM | AID 2315, 2010 | Vero cells, Shiga toxin protein synthesis inhibition reporter | 9.2% of 290,000 active; in the data active = inhibition mostly above about 28%, no sharp cut-off; inactive = mostly below about 43%; also: 0% is about no effect
Starred values were filed as active, the others as inactive; i = inactive; ? = inconclusive; . = not tested or not shown; & = joins results of further samples; [ ] = dose if it differs, or a comment. Unless noted, calls follow the shape of the dose curve; as a rule, active = well fitted curve in the direction sought with a large enough effect; inconclusive = small, poorly fitted or top-dose-only effect, or another doubt; inactive = no such curve, though single readings can be large; an effect the other way counts as inactive or inconclusive.

smiles	Pf growth 96h	HCV inhibitor	Pf growth 48h	Cycloheximide cs	Giardia FBPA inh	Shiga inhibitor
O=C(N(Cc1ccccc1)c1ccccn1)C12CC3CC(CC(C3)C1)C2	?	-18%	.	-3	1%	-9
O=C(CSc1nnnn1-c1ccc2c(c1)OCCO2)c1cccc2c1OCCO2	-19%	?	0%	33*	5%	65
CCC(=O)c1cn(CC(=O)O)c2ccccc12	?	-2%	19%	4	8%	-15
CCc1ccccc1N(CC(=O)NCc1ccco1)C(=O)CCC(=O)Nc1ccccn1	23%	10%	-3%	9	.	26
Cc1noc(-c2ccccc2OC(=O)c2ccccc2)n1	.	3%	0%	2	0%	-9
Cc1ccc(C2=Nc3ccccc3N=C(c3ccc([N+](=O)[O-])cc3)C2)c(O)c1	?	0%	22%	26*	2%	166*
COCCN1C=C2C(=O)C(C)(OC(=O)c3cccs3)C(=O)C=C2C=C1CCCC(=O)OC (stereo unspecified)	?	?	54%[activator]	-3	?	2
CCOC(=O)N1CCN(Cc2nc3cc(NC(=O)c4cccs4)ccc3n2CC)CC1	113%[activator]	?	2.9µM*	25*	.	7
COC(=O)CSc1c(-c2ccccc2)c2cc(Cl)ccc2[nH]c1=O	22%	-1%	13%	-1	-19%	15
CCOC(=O)N1CCN(S(=O)(=O)c2cn(C)c(=O)n(C)c2=O)CC1	14%	17%	99%[activator]	4	.	-6
O=C(Nc1cccc(F)c1)Nc1ccccn1	.	-3%	98%[activator]	49*	-5%	61*
CCC1(CC)C(=O)NC(=Nc2cccc(C(F)(F)F)c2)NC1=O	52%[activator]	22%	13%	1	-2%	-15
O=C(COc1ccccc1)Nc1cccc(S(=O)(=O)N2CCCC2)c1	?	-26%	39%[activator]	.	.	.
Cc1nc2ncnn2c(C)c1CCC(=O)N1CCc2ccccc21	?	17%	-3%	-1	-2%	-7
COc1ccccc1-c1nnc(SC(C)C(=O)N2CCOCC2)o1 (stereo unspecified)	-2%	15%	-2%	.	.	.
COc1ccc(CCn2c(C)cc(C(=O)COC(=O)c3cnccn3)c2C)cc1	9%	4%	-1%	1	-1%	-3
CC(C(=O)Nc1cccc(Br)c1)c1ccc([N+](=O)[O-])cc1 (stereo unspecified)	?	?	10µM*	3	-9%	9
CC(CCN1CCN(c2ccccn2)CC1)c1ccccc1 (stereo unspecified)	8%	-23%	7%	-1	?	2
CCc1ccc(C2CC(c3ccccc3Cl)Nc3nc(N)nn32)cc1 (stereo unspecified)	21%	-6%	?	-4	2%	-12
CC(C)(NO)/C(=N\O)c1ccc(Cl)cc1	22%	-1%	-7%	7	2%	2
O=C(Nc1ccc2c(c1)CCC2)c1ccc(Br)s1	120%[activator]	?	252%[activator]	72*	?	112*
COc1ccc(O)c(CN2CCN(C/C=C/c3ccccc3)CC2)c1	?	-4%	.	-2	-14%	-17
CCN(CC(=O)NC1CCS(=O)(=O)C1)c1nc(-c2cccnc2)nc2ccccc12 (stereo unspecified)	-5%	7%	-17%	-1	7%	-11
Cc1cc(Cl)ccc1OC(C)C(=O)O (stereo unspecified)	-28%	23%	-19%	-4	17%	-9
O=C(Cn1nc(-c2ccc(Cl)cc2)ccc1=O)N1CCN(c2ccccc2)CC1	?	-3%	4%	-3	-1%	-12
O=C(c1ccc2c(c1)OCO2)C1CCCN(C(=O)c2cnn(Cc3ccccc3)c2)C1 (stereo unspecified)	429%[activator]	-9%	-6%	21*	4%	38*
CCc1ccc(NC(=O)N[C@H](C(=O)O)C(C)CC)cc1 (stereo partly specified)	52%[activator]	-10%	23%	9	11%	-4
CCOC(=O)C1C(=O)C=C(C)C(C(=O)OCC)C1c1ccc(OC)cc1 (stereo unspecified)	-1%[5.75 µM]	-2%	?	-2	5%	-6
Cc1ccc(CNC(=O)C23CN(Cc4ccccc4)CC2C(c2ccc([N+](=O)[O-])cc2)=NO3)o1 (stereo unspecified)	?	-30%	?	2	12%	-5
CC1CC1C(=O)Nc1ccc(-c2ccccc2)cc1 (stereo unspecified)	13µM*	?	-12%	45*	0%	83*
NNC(=O)c1cc(-c2ccccc2)sc1N	?	-9%	9.3µM*	36*	4%	36
COC(=O)c1cccc(-n2nnnc2SCC(=O)Nc2nc3c(s2)CCCC3)c1	?	12%	-10%	-3	0%	1
COc1ccc(C#Cc2ccc3c(=O)c4ccccc4n(C)c3c2)cc1	8.3µM*	2%	-41%	4	3%	17
CC(=O)c1ccc(NC(=O)CSc2ccc3nnc(-c4ccccn4)n3n2)cc1	?	-4%	?	-2	3%	-8
c1ccc(-c2cn3c4c(sc3n2)CCCC4)cc1	-16%	-8%&-21%	-15%	12*	-19%	-2
CCOC(=O)C1(Cc2cccc(F)c2)CCN(C(=O)COC)CC1	-23%	4%	14%	7	1%	21
NCCCNCCCCNCCCNC(=O)CCc1ccc(O)cc1	.	.	.	-3	-2%[12.9 µM]	i
O=C(Nc1ccc2c(c1)CCCN2C(=O)c1ccccc1)c1ccccc1	?	?	?	22*	1%	54*
Cn1nc(C(F)(F)F)c(/C=N/OC(=O)c2ccc(Cl)cc2)c1Cl	85%[activator]	18%	3%	-2	0%	-6
O=[N+]([O-])c1cccc(-c2ccc(C(=S)N3CCN(c4ccc(F)cc4)CC3)o2)c1	-10%	?	-15%	10	14%	20
COc1ccc(CNC(=O)CN(c2cccc([N+](=O)[O-])c2)S(C)(=O)=O)cc1	-19%	15%	-3%	-2	2%	-7
OCCCn1c(-c2ccccc2)csc1=Nc1ccccc1	?	?	?	32	-4%	73*
C[C@@]12C(=O)Nc3ccccc3C(=O)N1[C@H]1c3cc(Br)ccc3OC[C@@H]1[C@@H]2c1ccccc1	?	?	?	.	.	.
CS(=O)(=O)Cc1cc(Sc2ccccc2)nc(-c2ccncc2)n1	-27%	3.2µM*	-24%	-3	5%	3
N#CCC1c2ccccc2CCN1C(=O)Nc1cccc(Cl)c1 (stereo unspecified)	0%	5%	?	7	4%	-12
CCCSc1nnc(NC(=O)Nc2ccccc2OC)s1	19%	-4%	18%	34*	0%	96*
COC(=O)CSc1cc(C)nc(SC)n1	16%	-16%	.	-2	0%	-6
Cc1cc(N2CCCC2)nc2ccc(NC(=S)NCCCN3CCC(C)CC3)cc12	-24%	10µM*	?	-6	-2%	-4
COc1ccc(OC)c(NC(=O)CCc2c[nH]c3ccccc23)c1	13%	?	4%	3	-4%	-11
CCC(C(=O)Nc1ccc2c(c1)OCCO2)n1nnc2ccccc2c1=O (stereo unspecified)	126%[activator]	-26%	124%[activator]	59*	.	66*
COc1ccc2cc(C(=O)NCc3ccco3)c(=O)oc2c1	13µM*	0%	73%[activator]	33*	4%	60*
Cc1nc2ccccc2c(=O)n1-c1ccc(Br)cc1[N+](=O)[O-]	-2%	-11%	11%	8	20%	40
Cc1cc(SCC(=O)N/N=C/c2ccc(C(=O)O)cc2)nc2ccccc12	0%	12%	.	-3	2%	-8
O=C(CSc1nc2ccccc2s1)NCc1cc([N+](=O)[O-])ccc1O	?	4%	7%	.	.	.
COCCNC(=O)c1c(N)n(CCC(C)C)c2nc3ccccc3nc12	?	?	.	-2	?	-7
CC(C)[C@H](NC(=O)c1ccc(F)cc1)C(=O)NC1=NCCS1	10%	20%	4%	10	0%	6
C/C(=N\OC(=O)c1ccc(C)cc1)c1sc(C)nc1C	19%	20%	.	32*	2%	33
O=C(NCc1ccco1)c1ccc(Cn2c(=O)c3ccccc3n(Cc3ccc(Cl)cc3)c2=O)cc1	-30%	11µM*	12µM*	4	0%	-11
COc1ccccc1N1CCN(CCCOc2ccc(F)cc2)CC1	-30%	-13%	.	-2	-29%	-7
CN(CC(=O)Nc1ccc(F)c(F)c1F)C(=O)c1ccc2c(c1)OCCO2	20%	?	33%[activator]	.	.	.

Record cards, as listed above.
Profile of `O=[N+]([O-])c1cccc(-c2ccc(C(=S)N3CCN(c4ccc(F)cc4)CC3)o2)c1` → Pf growth 96h = -10%; HCV inhibitor = ?; Pf growth 48h = -15%; Cycloheximide cs = 10; Giardia FBPA inh = 14%; Shiga inhibitor = 20
Profile of `COc1ccc(CNC(=O)CN(c2cccc([N+](=O)[O-])c2)S(C)(=O)=O)cc1` → Pf growth 96h = -19%; HCV inhibitor = 15%; Pf growth 48h = -3%; Cycloheximide cs = -2; Giardia FBPA inh = 2%; Shiga inhibitor = -7

Entries shown so far that contain bromine, in the order listed:
smiles	Pf growth 96h	HCV inhibitor	Pf growth 48h	Cycloheximide cs	Giardia FBPA inh	Shiga inhibitor
CC(C(=O)Nc1cccc(Br)c1)c1ccc([N+](=O)[O-])cc1 (stereo unspecified)	?	?	10µM*	3	-9%	9
O=C(Nc1ccc2c(c1)CCC2)c1ccc(Br)s1	120%[activator]	?	252%[activator]	72*	?	112*
C[C@@]12C(=O)Nc3ccccc3C(=O)N1[C@H]1c3cc(Br)ccc3OC[C@@H]1[C@@H]2c1ccccc1	?	?	?	.	.	.
Cc1nc2ccccc2c(=O)n1-c1ccc(Br)cc1[N+](=O)[O-]	-2%	-11%	11%	8	20%	40

Next structures.
smiles	Pf growth 96h	HCV inhibitor	Pf growth 48h	Cycloheximide cs	Giardia FBPA inh	Shiga inhibitor
O=C(Nc1cccnc1Cl)c1ccc(Cl)c([N+](=O)[O-])c1	?	18%	5%	6	-13%	17
Cc1ccc(CN2CCc3c(OCC(=O)Nc4cccc(C)c4C)cccc3C2=O)cc1	?	-3%	?	1	3%	-5
C=C(C)C(=O)Nc1cccnc1Oc1ccc(F)cc1	?	2%	-4%	1	3%	-4
O=C(NCc1ccccc1)C1CCCN(C(=O)Nc2ccccc2)C1 (stereo unspecified)	34%[activator]	-4%	31%[activator]	11*	3%	53
Clc1ccc(OCCSc2ncccn2)c(Br)c1	8%	11µM*	83%[activator]	41*	5%	118*
COc1ccc(CNC(=O)CCn2ccc3cc(S(=O)(=O)N4CCCC4)ccc32)cc1	7%	?	?	7	-3%	20
Cc1c(CN(C)C(=O)CSc2nc(-c3ccco3)cc(C(F)(F)F)n2)cnn1C	13%	-13%	?	-3	4%	16
CC(=O)c1cccc(S(=O)(=O)NCC(c2ccco2)N2CCCCC2)c1 (stereo unspecified)	3%	-30%	2%	1	0%	-13
COc1ccc(NC2CCCN(C(=O)CSc3ccncc3)C2)cc1 (stereo unspecified)	-9%	.	-10%	2	-1%	8
O=C(Nc1cccc(S(=O)(=O)N2CCOCC2)c1)C1=NN(c2ccccc2)C(=O)CC1	-23%	-3%	?	-5	0%	-15
CCCc1nc2c(sc3nc4c(cc32)COC(C)(C)C4)c(=O)n1CCN(C)C	?	16%	-22%	8	5%	-13
C=CCn1c(O)c(C=NC2CCN(Cc3ccccc3)CC2)c(=O)[nH]c1=O	5%	6%	-1%	-3	-2%	12
Cc1nc(SCC(=O)N2CC(=O)Nc3ccccc32)c2c(C)c(C)sc2n1	0%	?	?	0	0%	9
N#Cc1c(-c2ccco2)cc(-c2cccnc2)nc1N	3%	11µM*	13%	-7	?	-24
O=C(CCC1N=C2c3ccccc3N=C(SCc3ccc(F)cc3)N2C1=O)NCc1ccco1 (stereo unspecified)	?	-4%&-11%	?	19*	-12%	30
O=C(Nc1cccc2ncccc12)c1ccc(-c2ccc(Br)cc2)o1	43%[activator]	-20%	0%	-2	-1%	17
